TTR transcr act: activators of transthyretin transcription | 92,000 tested, 1.3% active | SH-SY5Y TTR promoter Gaussia luciferase, luminescence; 100% = recombinant luciferase protein wells | activation, % at 16.7 µM;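 active means activation above the mean of all tested compounds plus 3 SD, cut at about 9.5% in these data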;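 further: cells exposed to compounds for one day before reading; 0% = median of all test compound wells on the plate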
The depositor's hits bear a star. Some of the compounds tested; count on the stated rates, not on these rows.

TTR transcr act	structure
1.3	Cc1cc(C)n(CCCNC(=O)C(C)(C)Oc2ccc(Cl)cc2)n1
0.6	CCC(=O)Nc1ccc(S(=O)(=O)N2CCc3ccccc3C2)cc1
3.1	O=S(=O)(CCc1ccncc1)C1Cc2cccc3cccc1c23 (configuration not stated)
0.0	O=C(COC(=O)COc1cc(Cl)c(Cl)cc1Cl)NC1CC1
-1.0	COc1ccc(C(=O)NNC(=O)c2ccncc2)cc1[N+](=O)[O-]
-0.6	COc1cc(OC)c(C2SCCCS2)cc1OC
4.6	CC(NCc1cccs1)c1ccccc1 (configuration not stated)
-0.1	O=C(O)c1ccc(-n2cccn2)c([N+](=O)[O-])c1
-1.8	COc1ccccc1/C=C/C=N/Nc1cccc(C(=O)O)c1
-1.1	COc1ccc(-c2cc3c(c4c2ccn4C)C2CCC3C2)cc1OC (configuration not stated)
-2.4	Cc1ccc(/C=C2\SC(=S)N(CCCC(=O)Nc3nccs3)C2=O)cc1
0.4	Clc1ccc(Cl)c(OCCCCN2CCCCC2)c1
-1.1	O=C(CN1CCN(Cc2cccc(Cl)c2)C1=O)NCc1ccccn1
0.8	CC1C(=O)NN=C1C(=O)N/N=C\c1ccc(O)cc1O (configuration not stated)
0.2	COc1ccc(C(=O)NCC(=O)OCC(=O)NC2CCCC2)cc1
0.5	CCn1c(C(O)c2cc(OC)ccc2OC)nc2ccccc21 (configuration not stated)
-0.5	CN(c1ccc(OCC(=O)OCC(=O)Nc2ccccc2)cc1)S(=O)(=O)c1ccc(F)cc1
-1.3	Cn1c(=O)c2[nH]c(N=Nc3ccc(N)cc3N)nc2n(C)c1=O
2.4	COc1ccc(OC)c(N2Cc3ccccc3C2)c1
-1.6	O=[N+]([O-])c1ccc(O)c(/C=N/Nc2nc3ccccc3[nH]2)c1
1.0	CC(=O)CCSc1ncnc2sc(-c3ccccc3)cc12
0.3	N#Cc1ccc(-c2csc(NC3=NCCCCC3)n2)cc1
-0.6	O=C(COc1ccc(Cl)cc1)NCC(=O)N1CCC2(CC1)NCCc1[nH]cnc12
3.0	Cc1cc(NC(=O)C2CCCN2C(=O)Nc2cccc(Cl)c2)ccc1-n1cnnn1 (configuration not stated)
-2.4	C/C(=N\NC(=O)c1cc(Br)ccc1O)c1ccccn1
8.0	O=C1C2CC=C(Cl)CC2C(=O)N1CCc1ccccc1 (configuration not stated)
1.0	O=C(NCc1ccccc1F)C1CCCN1C(=O)NC1CCCCC1 (configuration not stated)
3.1	COCCn1c(C)cc(C(=O)CSc2nnc3ccccn23)c1C
-1.4	COc1cc2[nH]c(=S)n(N(C(C)=O)C(C)=O)c(=O)c2cc1OC
4.0	Cc1ccc([C@H]2C[C@H](O)[C@@H](n3cc(C4CC4)nn3)CN2C(=O)C2CCCCC2)cc1
0.9	CCOC(=O)c1sc(=S)n(C)c1NC(=O)c1ccccc1C
1.5	O=C(O)C1CCN(C(=O)c2cc(F)cc3c2OCOC3)CC1
-1.4	O=C(CSc1nnnn1C1CC1)N1CCN(Cc2ccccc2F)CC1
-0.7	Cc1ccc(NC(=O)C2CCCN(c3ncccn3)C2)cc1C (configuration not stated)
1.3	Nc1nnc(CSCc2ccc(F)cc2)s1
0.8	CCOC(=O)C1=C(N)N2C(=O)C(C)SC2=C(C(=O)OCC)C1c1ccccc1 (configuration not stated)
1.9	C[C@H](NC(=O)c1ccccc1Cl)C(=O)OCC(=O)NNC(=O)c1cccs1
-0.3	Cc1ccc(S(=O)(=O)N(C)CCCC(=O)Nc2ccc(F)cc2)cc1
0.9	Cc1ccc(NC(=O)C2CCCCC2C(=O)O)cc1C (configuration not stated)
0.5	C[C@H]1CN([C@@H](C)CO)C(=O)CCCn2cc(nn2)CO[C@@H]1CN(C)C(=O)CCC(F)(F)F
-0.6	NC(=O)c1oc2ccccc2c1NC(=O)CS(=O)(=O)c1ccccc1
-0.8	COc1ccc(Cn2c(=O)[nH]c3cc(C(=O)Nc4ccccc4C)ccc32)cc1
-0.5	C=CCN1C(=O)C(Cc2ccc(F)cc2)S/C1=N/N=C/c1ccco1 (configuration not stated)
-2.6	NC(=O)CC(NC(=O)Cc1ccc(Cl)cc1)c1ccc(NCCc2ccccc2F)c([N+](=O)[O-])c1 (configuration not stated)
0.9	CCO/C(C)=N/Oc1cncnc1
-2.4	O=C(Nc1ccc(Cc2nc3ccccc3s2)cc1)c1ccncc1
-1.1	CCCN1CCCc2cc(CN(CCCN3CCOCC3)C(=O)Nc3ccc(OCC)cc3)ccc21
-1.6	CCCCNCC#CCOc1cc(C)ccc1C(C)C
0.7	CC1=C(C(=O)Nc2ccccc2C)C(c2cccs2)NC(=S)N1 (configuration not stated)
-0.3	O=C(NCCOc1ccc(F)cc1)c1ccccc1SCc1ccccc1
0.2	CCOc1ccccc1NC(=S)N1CCN(c2ccccc2F)CC1
3.3	COc1ccc2c(c1)CO[C@@]21O[C@H](CCO)C[C@H](O)[C@H]1O
-0.8	O=C(c1sc2cc(F)ccc2c1Cl)N1CCN(c2ccccc2)CC1
-0.9	CNS(=O)(=O)c1ccc(C(=O)NCC(=O)NCCC(c2ccccc2)c2ccccc2)cc1
2.2	Cc1[nH][nH]c(=O)c1C(c1ccc(F)cc1)c1c(C)[nH][nH]c1=O
0.5	CCOc1nc2cnccc2n(CC(=O)Nc2ccccc2C(=O)OC)c1=O
1.2	CC1Cc2ccccc2N1CC(=O)Nc1ccc(N2CCOCC2)cc1 (configuration not stated)
1.1	Cn1ccc2c(N3CCCCC3)cc3c(c21)C1CCC3O1 (configuration not stated)
2.4	Cc1cc(-c2nc(C)c(C(=O)NNS(=O)(=O)c3ccccc3)s2)no1
-2.2	OC(CNCCC(c1ccccc1)c1ccccc1)COc1ccccc1 (configuration not stated)

The results go on:
TTR transcr act	structure
5.6	Nc1ccc2c(c1)CCC2=O
-0.4	CC(C)(C)OC(=O)CNC(=O)c1[nH]cnc1C(=O)NCC(=O)OCc1ccccc1
1.6	O=C(Cc1csc(N2CCOCC2)n1)N/N=C/c1ccccc1C(=O)O
0.1	Cc1ccc(OCCCCN2CCCCC2)c(Br)c1
2.3	CCc1ccccc1NC1=NCC(=O)N1C1CCCC1
-2.8	CC(=O)N1N=C(c2ccc(NS(=O)(=O)c3ccccc3)cc2)CC1c1ccco1 (configuration not stated)
1.5	Cc1cc(C)nc(Nc2n[nH]c(C)n2)n1
1.3	O=C(CCSCCC(=O)Nc1ccccc1F)Nc1ccccc1F
-1.9	Cc1nc(C)c(-c2ccc(SCc3ccc(Cl)cc3)nn2)s1
-0.6	CCOc1ccc(C=Nc2cccc3ncccc23)cc1
2.4	COc1ccc(OC)c(C2C3=C(CC(C)(C)CC3=O)Nc3nnnn32)c1 (configuration not stated)
-0.3	COc1ccc(-c2cnnn2-c2ccc(N)cc2)cc1OC

Continued, starting with the last 3 of the part before.
TTR transcr act	structure
-0.6	CCOc1ccc(C=Nc2cccc3ncccc23)cc1
2.4	COc1ccc(OC)c(C2C3=C(CC(C)(C)CC3=O)Nc3nnnn32)c1 (configuration not stated)
-0.3	COc1ccc(-c2cnnn2-c2ccc(N)cc2)cc1OC
-0.8	COc1ccc(CCN(C)CC(O)COC(c2ccc(F)cc2)c2ccc(F)cc2)cc1OC (configuration not stated)
-2.1	C=CC[C@@H](CC(=O)OC(C)(C)C)C(=O)OC[C@@H]1CCCN1C(=O)[C@@H](CC=C)CC(=O)N(CCO)Cc1ccccc1
-1.3	CC1=C(C(=O)OC(C)C)C(c2ccccc2)NC(=O)N1C (configuration not stated)
-0.1	Cc1cc(C)cc(NC(=O)CCN2CCCC2)c1
-0.9	C[C@@H]1CN([C@H](C)CO)C(=O)CCCn2cc(nn2)CO[C@H]1CN(C)C(=O)c1cc(-c2ccccc2)on1
2.5	COc1cc(OC)cc(C(=O)NCC(=O)OCC(=O)NC(C)(C)C)c1
-3.6	COc1ccccc1NS(=O)(=O)c1cccc(NC(=O)c2sc3ccccc3c2Cl)c1
2.2	Cc1cccnc1CC(C)NC(=O)c1cc(COc2cncc(Cl)c2)on1 (configuration not stated)
-0.7	O=C1C2CC=CCC2C(=O)N1c1nccs1 (configuration not stated)
0.2	O=C(Nc1ccc(C(=O)O)cc1)/C(=C\c1ccccc1)NC(=O)c1ccco1
2.1	CCc1cc(C(=O)c2ccc(OC)cc2)c(NC(=O)CN2CCCC2)s1
-0.6	O=C(c1ccc(Br)o1)N1CCN(Cc2ccc3c(c2)OCO3)CC1

An excerpt from above in order of SMILES length, falling.
TTR transcr act	structure
-0.9	C[C@@H]1CN([C@H](C)CO)C(=O)CCCn2cc(nn2)CO[C@H]1CN(C)C(=O)c1cc(-c2ccccc2)on1
0.2	O=C(Nc1ccc(C(=O)O)cc1)/C(=C\c1ccccc1)NC(=O)c1ccco1
2.2	Cc1cccnc1CC(C)NC(=O)c1cc(COc2cncc(Cl)c2)on1 (configuration not stated)

(cont.)
TTR transcr act	structure
0.8	C[C@H](CO)N1C[C@H](C)[C@H](CN(C)S(=O)(=O)c2cccc(C#N)c2)OCc2cnnn2CCCC1=O
-1.5	Cn1cnnc1SCc1cccc(Br)c1
1.4	Cc1ccc(S(=O)(=O)N2CCN(C(=O)C3COc4ccccc4O3)CC2)cc1C (configuration not stated)
-1.6	CCC(C)C(=O)Nc1nc(C)c(-c2csc(Nc3cc(Cl)ccc3OC)n2)s1 (configuration not stated)
1.4	Cc1cc2nc(-c3ccc[nH]c3=O)[nH]c2cc1C
3.0	COc1ccc(C(=O)NNC(=O)CCc2nc3ccccc3c(=O)[nH]2)cc1
8.2	CC(=O)N(CCN(C)C)c1nc2cc3c(cc2s1)OCCO3
-0.4	COC(=O)[C@]12C[C@H](CC(=O)N3CCCC3)C(=O)N(Cc3ccc(Cl)cc3Cl)C1=C[C@H](C1CCCC1)O[C@@H]2C
1.3	CCc1nnc(NC(=O)CN2C(=O)/C(=C/c3cc(OC)c(OC)c(OC)c3)SC2=S)s1
6.7	O=C(CN1CCN(C(=O)c2ccccc2)CC1)Nc1ncc(Br)cc1Br
-1.8	CN1C(=O)CSC1=Nc1ccc(Br)cc1
-0.7	CCOc1ccc(C(=O)NCCN(C)C)cc1

Brought forward from above: three compounds, then new ones.
TTR transcr act	structure
6.7	O=C(CN1CCN(C(=O)c2ccccc2)CC1)Nc1ncc(Br)cc1Br
-1.8	CN1C(=O)CSC1=Nc1ccc(Br)cc1
-0.7	CCOc1ccc(C(=O)NCCN(C)C)cc1
-2.1	O=C(NC(c1ccccc1)c1ccccc1)c1ccc(S(=O)(=O)C(F)F)cc1
0.7	Cc1cc2c(cc1C)C(c1cc(Br)ccc1F)CC(=O)N2 (configuration not stated)
-1.8	CCOC(=O)N1CCC(N(CCOC)C(=O)Nc2ccc(Cl)cc2)CC1
-3.6	CC1=CN2C(=N)/C(=C/c3ccc([N+](=O)[O-])o3)C(=O)N=C2S1
1.9	O=C(CCn1cnc2ccccc2c1=O)Nc1nc2c(s1)CCCC2
1.9	CN1CCN(C(=O)CC2(CC(=O)O)CCCC2)CC1
-1.2	CCSc1nc(C)cc(C)c1S(=O)(=O)c1ccccc1C
-0.8	CN(Cc1cn(C)nc1-c1ccccc1F)CC1CCCCO1 (configuration not stated)
0.0	CN(C)S(=O)(=O)c1ccc2oc(SCC(=O)Nc3ccccc3F)nc2c1
-1.3	CCNC(=S)N1CC(C)OC(C)C1 (configuration not stated)
-0.6	Cc1ccc(S(=O)(=O)N(C)CC(=O)OCC(=O)NC(c2ccccc2)c2ccccc2)cc1
3.2	O=C1CN(C(=O)CSc2nncn2-c2ccccc2)c2ccccc2N1
15*	Cc1cc(C)c(C(=O)CC(=O)c2cccnc2)c(C)c1
0.4	Cc1ccc(S(=O)(=O)NCCCCCC(=O)Nc2ccccn2)cc1
4.0	CCC(C)NC(=O)C1(C)CCC(=O)N1CCc1ccc(OC)c(OC)c1 (configuration not stated)
-2.1	O=C(CNCc1ccc(F)cc1)Nc1cc(S(=O)(=O)N2CCOCC2)ccc1Cl
6.1	CCCNC(=O)c1cc(C2CCCN(C(=O)C3CCCCC3)C2)on1 (configuration not stated)
-1.8	N/C(Cc1ccc([N+](=O)[O-])cc1)=N\OC(=O)c1ccco1
0.3	COCCNC(=O)COCc1cc(-c2ccc3c(c2)OCO3)on1
-0.1	O=C(Nc1ccc(OC(F)(F)F)cc1)C1CC(c2ccc(F)cc2)=NO1 (configuration not stated)
-0.4	CC1CC(C)CN(C(=O)c2nn(C)c3c2CS(=O)(=O)c2ccccc2-3)C1 (configuration not stated)
-0.1	COc1cc(C)c(S(=O)(=O)Nc2ccccc2F)cc1C
-1.2	Cc1ccc(CC(=O)N2CC(C)OC(C)C2)cc1 (configuration not stated)
-4.0	CCCc1nc([N+](=O)[O-])c(S(=O)(=O)c2ccccc2)n1CC(C)C

Ordered by the number under TTR transcr act (smallest number first): 3 from the list above
TTR transcr act	structure
-1.8	N/C(Cc1ccc([N+](=O)[O-])cc1)=N\OC(=O)c1ccco1
0.4	Cc1ccc(S(=O)(=O)NCCCCCC(=O)Nc2ccccn2)cc1
4.0	CCC(C)NC(=O)C1(C)CCC(=O)N1CCc1ccc(OC)c(OC)c1 (configuration not stated)

The listing continues.
TTR transcr act	structure
2.3	CC1CN(c2cc(-c3ccccc3)c3ccccc3n2)CC(C)O1 (configuration not stated)
-2.2	CC1(C(=O)NS(=O)(=O)c2ccc(F)cc2F)CCN1C(=O)c1ccc(C2CCCCC2)cc1 (configuration not stated)
-2.2	C[C@]12c3[nH]c4cc(-c5ccco5)ccc4c3CCN1C(=O)[C@@H](CC(=O)NCC13CC4CC(CC(C4)C1)C3)C[C@@H]2C(=O)N1CCCCC1
-1.5	COc1ccccc1NS(=O)(=O)/C=C/c1ccccc1
-1.0	Cc1nc(C)c(C(=O)Nc2ccc(C)c(F)c2)o1
1.6	CC(C)(Oc1ccc(Cl)cc1)C(=O)NCc1n[nH]c(=O)c2ccccc12
0.7	CCN1C(=O)/C(=C2/C=Cc3ccccc3N2C)OC1=S
